From PubChem BioAssay
CSN inh – inhibitors of CSN-mediated cullin deneddylation, primary screen, biochemical, fluorescence polarization, uHTS; COP9 signalosome complex subunit 5 (Homo sapiens), Q92905; Purified CSN, SCF-Nedd8-OG deneddylation; inhibition, % at 12.5 µM; 360,000 tested, 0.38% active;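 active = pattern-corrected inhibition above about 35%, with an unprinted fluorescence ratio check between 0.5 and 1.5, limit read from the data, passing the limit was not always enough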;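 also: 0% = enzyme with substrate and 100% = substrate without enzyme; some results filed as inactive read as strong as hits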
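test system = HEK293T-derived human Csn5 enzyme | amount = 0.24 nM Csn5 enzyme, final concentration | medium = Tris/NaCl/DTT buffer, pH 7.5 | schedule = 90 min reaction at room temperature | signal = FP | evaluation = inhibition of Csn5 cleavage, % | compound dosing = single dose of 12.5 µM compound with 0.25% DMSO | probe or stimulus = 10 nM SCFSkp2-Nedd8OG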
MT1-MMP act inh – blockers of MT1-MMP proenzyme processing, primary screen, HT1080 RFP-PRO-GFP cells, GFP/RFP fluorescence. GFP/RFP ratio fluorescence, overnight; percent of plate control window, DMSO zero. GFP/RFP ratio change, % at 20 µM. 360,000 tested, 0.061% active;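 active = GFP/RFP ratio change of at least 30% with cell ATP level not reduced by more than half and red fluorescence within 50% of control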; also: strong numbers were not always called active
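system = RFP-PRO-GFP reporter HT1080 cells | dosing = 20 µM single dose, 1% DMSO | timing = overnight cell settling, then overnight compound exposure, 37 °C, 5% CO2 | read-out basis = GFP/RFP fluorescence ratio | controls = DMSO and RFP-L50D-GFP cell wells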
Rpn11 block – Rpn11 (PSMD14) deubiquitinase inhibitors, primary screen, biochemical, fluorescence polarization, uHTS; human 26S proteasome, Ub4-pepOG fluorescence polarization; 20S core pre-blocked with epoxomicin; AID 588493, 2011; 26S proteasome non-ATPase regulatory subunit 14 (Homo sapiens), O00487; calls only at 20 µM; 360,000 tested, 0.59% active;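 active = inhibition at 20 µM, scaled to each plate's controls, above about 33%, limit read from the data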
Target sequence (O00487 whole entry, looked up): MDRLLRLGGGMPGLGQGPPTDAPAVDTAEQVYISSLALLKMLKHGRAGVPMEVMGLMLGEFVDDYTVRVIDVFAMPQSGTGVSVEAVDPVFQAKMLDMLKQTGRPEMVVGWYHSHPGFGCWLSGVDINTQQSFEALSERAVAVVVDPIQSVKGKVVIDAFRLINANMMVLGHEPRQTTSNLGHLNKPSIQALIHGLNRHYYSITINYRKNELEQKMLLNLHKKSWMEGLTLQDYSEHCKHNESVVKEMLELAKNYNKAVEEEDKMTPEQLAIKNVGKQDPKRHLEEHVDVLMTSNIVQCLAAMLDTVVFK
MsrA act – bovine MsrA enzyme activators, primary screen, biochemical, absorbance, HTS; Methionine sulfoxide reductase A (Bos taurus); AID 602163, 2012; purified bovine MsrA, absorbance read-out; activation, % at 10.6 µM; 360,000 tested, 0.3% active; in the data active = activation above about 7.5%;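 also: 0% = vehicle and 100% = reference activator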
eLon inh – inhibitors of E. coli Lon protease, primary screen, biochemical, fluorescence polarization; P0A9M0; purified E. coli Lon protease; inhibition, % at 7.94 µM; 360,000 tested, 0.42% active; in the data active = inhibition above about 13%, passing the limit was not always enough;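 also: 0% = enzyme with probe and DMSO and 100% = no enzyme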
PABP1 MLLE inh – inhibitors of PABP1 MLLE–PAM2 peptide binding, primary screen, biochemical, fluorescence polarization, FITC-PAM2, GST-MLLE. inhibition, % at 20 µM. 360,000 tested, 0.36% active. AID 588489, 2011; in the data active = inhibition above about 35%, passing the limit was not always enough;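 also: plate controls were DMSO wells with GST-MLLE for no effect and wells lacking GST-MLLE protein for full effect; some results filed as inactive read as strong as hits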
Target sequence (P11940 whole entry, looked up): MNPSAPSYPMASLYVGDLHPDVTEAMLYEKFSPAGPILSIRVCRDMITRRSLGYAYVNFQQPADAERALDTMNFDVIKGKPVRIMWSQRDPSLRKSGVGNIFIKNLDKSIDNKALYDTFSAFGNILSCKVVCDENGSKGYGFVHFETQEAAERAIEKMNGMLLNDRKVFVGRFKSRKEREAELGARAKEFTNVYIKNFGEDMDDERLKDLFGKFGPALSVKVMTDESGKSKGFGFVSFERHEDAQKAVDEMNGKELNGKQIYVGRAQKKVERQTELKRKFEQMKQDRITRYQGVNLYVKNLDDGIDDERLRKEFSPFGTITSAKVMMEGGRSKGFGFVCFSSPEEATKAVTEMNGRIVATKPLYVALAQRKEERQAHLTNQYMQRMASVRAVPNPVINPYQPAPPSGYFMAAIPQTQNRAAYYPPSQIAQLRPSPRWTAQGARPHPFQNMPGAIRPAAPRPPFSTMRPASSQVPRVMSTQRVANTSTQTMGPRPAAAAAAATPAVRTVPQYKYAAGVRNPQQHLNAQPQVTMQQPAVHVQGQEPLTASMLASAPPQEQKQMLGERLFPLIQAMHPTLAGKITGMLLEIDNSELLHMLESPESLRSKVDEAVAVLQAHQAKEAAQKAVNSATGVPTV
MsrA inhibitor – bovine MsrA enzyme inhibitors, primary screen, biochemical, absorbance, HTS; inhibition, % at 15.5 µM; purified bovine MsrA, absorbance read-out; Methionine sulfoxide reductase A (Bos taurus); 360,000 tested, 0.75% active; in the data active = inhibition above about 4.5%;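 also: 0% = vehicle wells with enzyme and 100% = reference inhibitor wells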
Rin1-Abl PPI inh – inhibitors of Rin1-Abl protein binding, primary screen, biochemical, TR-FRET. inhibition, % at 7.35 µM. 360,000 tested, 0.4% active; in the data active = inhibition above about 5%, passing the limit was not always enough
FAS-TE inh – FAS thioesterase domain inhibitors, primary screen, biochemical, fluorescence intensity, uHTS | recombinant FAS-TE, OMFH fluorogenic substrate, fluorescence endpoint | inhibition, % at 15 µM | 360,000 tested, 0.67% active;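 active = compounds whose normalised, plate-corrected inhibition of enzyme fluorescence in the single-dose primary screen is 50% or more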;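 also: 0% = DMSO with enzyme and 100% = substrate without enzyme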
* marks the source's active call; other numbers are inactive results; i = inactive; x = no result given.

SMILES	CSN inh	MT1-MMP act inh	Rpn11 block	MsrA act	eLon inh	PABP1 MLLE inh	MsrA inhibitor	Rin1-Abl PPI inh	FAS-TE inh
O=C(CCC(=O)c1ccccc1)Nc1ccccc1OC(F)F	-2	3	i	2	4	6	-0.1	-1	-1
O=C(NCc1ccccc1)N1CCC(CO)(Cc2cccc(F)c2)CC1	0	1	i	-6	0	6	0.2	-1	-5
c1ccc(C2CCC(N3CCN(c4ccccc4)CC3)CC2)cc1 (configuration not stated)	0	-3	i	-4	-16	0	x	-1	11
c1coc(-c2cnc3ccccc3n2)c1	-5	-9	i	0	35*	27	0.5	-6	-8
COc1ccc(-c2ccc(CN3C(CC(C)C)C(=O)N(Cc4cn(CC5CCCCC5)nn4)CCS3(=O)=O)cc2)cn1 (configuration not stated)	-5	-3	i	2	-3	12	0.1	0	19
COc1ccc(-n2c(C)cc(-c3csc(NC(=O)c4ccc(S(=O)(=O)N(C)C)cc4)n3)c2C)cc1	9	-16	i	-2	-18	-5	0.9	-1	13
Cc1cnc(C(=O)OCC(=O)Nc2cccc(Cl)c2)cn1	5	1	i	7	-6	5	-1.0	2	-3
CC(Oc1ccccc1F)C(=O)NNC(=O)CCNC(=O)c1ccco1 (configuration not stated)	0	2	i	1	-6	-1	0.2	0	-10
O=C(CCCc1c[nH]c2ccccc12)NCCc1c[nH]c2ccccc12	2	0	i	-1	-1	5	0.9	2	8
N#CC1=C(N)Oc2cc(O)c(C=Nc3ccccc3)cc2C1c1ccccc1 (configuration not stated)	-1	-29	i	-2	-7	-38	0.7	-5	-11
O=C(Nc1cc(C(F)(F)F)cc(C(F)(F)F)c1)[C@H]1O[C@@H](n2ccc(=O)[nH]c2=O)[C@H](O)[C@@H]1O	1	-7	i	0	-12	9	-0.4	2	-5
CN(CC1CCCO1)S(=O)(=O)c1ccc(C(=O)Nc2nc3cc4c(cc3s2)OCO4)cc1 (configuration not stated)	2	18	i	-6	-14	4	0.7	-1	-6
COc1ccc(N2CCN(c3cc(C)c4ccc(O)cc4n3)CC2)cc1	0	5	i	0	-5	6	1.1	-1	0
CN1C=CC=C/C1=C1\SC(=S)N(CC(=O)O)C1=O	1	2	i	-7	-2	34	1.6	0	-3
Cc1cc(/C=C(\C#N)C(=O)OCC(=O)Nc2ccc(OC(F)F)cc2)c(C)n1CC(C)C	1	6	i	-1	8	3	3.2	-2	19
COc1cccc(N2CCN(C3CC(=O)N(c4cccc(Cl)c4)C3=O)CC2)c1 (configuration not stated)	-3	-3	i	-7	2	-16	0.8	-5	0
CC(=O)c1cccc(NC(=O)CSc2ccc(-c3ccccn3)nn2)c1	0	8	i	-5	5	2	0.1	-8	-2
COc1ccc(NC(=O)CSc2nnnn2-c2ccccc2F)cc1	-1	2	i	-5	3	5	-1.7	-3	-4
CCOc1cc(/C=C2\C(=N)N3N=C(C)SC3=NC2=O)ccc1OCCOc1ccccc1	0	0	i	0	-2	7	-1.5	-3	-4
CCOc1ccc(S(=O)(=O)Nc2cccc(C(=O)NCC(c3ccco3)N(C)C)c2)cc1 (configuration not stated)	4	3	i	-9	-2	-1	-1.2	1	-3
CCCC(=O)n1nc(-c2ccccc2)nc1SC	-4	-9	i	2	0	-31	-1.0	-1	5
O=C(O)CCCC(=O)Nc1nc(-c2ccc(F)cc2)cs1	-4	1	i	1	5	-1	-0.2	-1	-5
CC(C)(C)N(Cc1ccccc1)C(=O)CSc1nnc(CNc2ccc(F)cc2)o1	0	-1	i	5	1	16	0.7	-5	14
Cc1cccc(C(=O)NN2C(=O)C3C(c4ccccc4)C=CC(c4ccccc4)C3C2=O)c1 (configuration not stated)	-2	-4	i	-7	9	0	-0.3	-2	32
O=C(Nc1ccc(F)c(F)c1)c1ccccc1	4	6	i	1	2	0	-0.6	-2	-6
O=C(Nc1ccccc1N1CCOCC1)c1ccc([N+](=O)[O-])o1	-3	1	i	-3	-12	-15	-0.1	2	8
Cc1ccc(CN(C(=O)c2csnn2)C(C(=O)NC2CCCC2)c2ccco2)cc1 (configuration not stated)	4	-2	i	2	11	20	-0.8	1	5
O=C(COC(=O)c1cc([N+](=O)[O-])ccc1N1CCOCC1)NC1CCCCC1	1	0	i	-4	-10	-6	2.1	1	92*
COc1cc2c(cc1OC)CN(C(=O)/C=C/c1ccc(F)cc1)CC2	-6	6	i	-7	-5	3	3.0	-1	0
O=S(=O)(Nc1ccccc1)c1ccc(F)cc1	-5	1	i	0	7	-8	-0.4	-3	-3
CCCN(CC1CC1)C(=O)CSc1nnc(-c2cc(-c3cccs3)nc3ccccc23)o1	4	-5	i	0	-4	-5	-0.4	4	24
Cc1ccc(S(=O)(=O)N(C)CC(=O)O/N=C(\N)c2ccc([N+](=O)[O-])cc2)cc1	1	4	i	2	-2	0	-0.7	3	16
O=C(CCN1C(=O)c2ccccc2C1=O)Nc1sc2c(c1C(=O)NCC1CCCO1)CCC2 (configuration not stated)	-13	2	i	-4	-3	17	0.5	1	4
CCCCN1C(=O)/C(=C2/C=CC=CN2C)SC1=S	2	22	i	-3	2	37	0.1	-8	6
NC(=O)c1ccc(N2CCN(c3ncc(C(F)(F)F)cc3Cl)CC2)cc1	-1	7	i	-4	-2	8	-0.4	-1	-2
CCOC(Cn1c(-c2ccc(OC)cc2)nc2ccccc21)OCC	2	2	i	-9	-7	4	0.5	-1	-8
COc1ccc(-c2nnc(SCC(=O)Nc3ccccc3)n2C)cc1	4	1	i	-2	0	-2	0.2	2	-2
COC(=O)c1ccccc1-c1ccc(/C=N/NC(N)=O)o1	4	1	i	-8	-2	16	2.0	-6	-5
CCOC(=O)CSc1n[nH]c(NC(=O)c2ccccc2)n1	0	0	i	-2	0	-4	0.4	-1	-8
CN(Cc1nc(-c2ccc3c(c2)OCO3)no1)CC1(N2CCOCC2)CCCCC1	-9	0	i	-8	1	-2	-0.5	4	19
Cn1nc(C(=O)Nc2cccc(Cl)c2)cc1C(=O)Nc1cccc(Cl)c1	2	-5	i	-2	-1	-3	1.5	-2	8
O=[N+]([O-])c1ccccc1S(=O)(=O)NCc1ccc(F)cc1	-3	0	i	-8	7	9	1.7	5	4
CCN(c1ccccc1)S(=O)(=O)c1ccc(Cl)c(NC(=O)CN2C(=O)NC3(CCCC3)C2=O)c1	0	-3	i	-3	0	-1	-1.9	-2	1
CCC(C)(C)NC(=O)C(c1ccc(OC)cc1)N(C(=O)CCC(=O)Nc1cc(C)on1)c1ccc2c(c1)OCO2 (configuration not stated)	0	-2	i	0	8	-1	1.4	1	5
COc1ccc(-c2cc(C(=O)Nc3ccc4c(c3)OCO4)no2)cc1	-2	9	i	-1	3	-3	-1.3	3	-2
CCOC(=O)c1c(C(=O)OCC)c(C)n(Cc2cc(OC)c(OC)c(OC)c2)c1C	-4	2	i	-8	-3	-4	-0.5	2	-3
C[C@@H]1CN([C@@H](C)CO)C(=O)c2c(c3ccccc3n2C)-c2ccccc2CO[C@H]1CN(C)C(=O)C1CC1	2	-1	i	-2	7	2	-0.7	-2	-6
Cc1ccc(-c2nc(CS(=O)(=O)CC(=O)N3CCN(C)CC3)c(C)o2)cc1	0	0	i	-2	4	0	0.0	1	-6
COc1ccc2[nH]c3c(c2c1)CCNC3c1ccc([N+](=O)[O-])o1 (configuration not stated)	-3	-30	i	-3	11	-12	0.9	6	-52
COc1ccc(F)cc1CSc1nnnn1-c1ccc(O)cc1	1	-1	i	3	12	10	3.4	1	-5
COc1ccc(C(=O)COC(=O)CCN2C(=O)C3C4C=CC(C5CC45)C3C2=O)cc1 (configuration not stated)	3	1	i	-3	-4	-9	-0.3	1	4
O=C(CCN1CCN(C(=O)c2ccco2)CC1)Nc1ccc(F)cc1	-2	0	i	-4	-1	13	1.0	1	-8
Cc1cc(=O)n(Cc2ccccc2)c(O)c1C#N	2	-12	i	-5	-19	-42	0.1	-1	-3
COCCCn1c(=O)c2sccc2n(Cc2ccccc2)c1=O	4	-1	i	-1	-2	-3	0.6	1	-7
CSc1sc(C(=O)N(C)C)c2c1S(=O)(=O)N(C)c1ccccc1-2	0	-2	i	-3	-1	-14	-0.7	-2	-4
COc1cc(OC)c(OC)cc1CN1CCC(O)CC1	3	-1	i	-2	-4	8	-0.6	-3	-9
COc1ccc(N(C(=O)CNC(=O)c2cccs2)C(C(=O)NC2CCCC2)c2cccnc2)cc1 (configuration not stated)	-2	-2	i	-1	-4	-2	1.4	-3	-3
O=C(OCC(=O)N1CCCC1)c1ccc(Cl)nc1	4	1	i	0	-3	14	1.0	3	-8
CCCCN1C(=O)c2ccc(C(=O)NC3(C)CCS(=O)(=O)C3)cc2C1=O (configuration not stated)	-8	0	i	-3	-8	8	2.0	0	-4
O=C(Nc1ccc2c(c1)CCCN2C(=O)c1ccccc1)c1ccccc1Br	-4	7	i	-3	-5	-3	-1.2	1	-2

A second format for 9 compounds above:
Structure,CSN inh,MT1-MMP act inh,Rpn11 block,MsrA act,eLon inh,PABP1 MLLE inh,MsrA inhibitor,Rin1-Abl PPI inh,FAS-TE inh
CCOC(=O)c1c(C(=O)OCC)c(C)n(Cc2cc(OC)c(OC)c(OC)c2)c1C,-4,2,i,-8,-3,-4,-0.5,2,-3
C[C@@H]1CN([C@@H](C)CO)C(=O)c2c(c3ccccc3n2C)-c2ccccc2CO[C@H]1CN(C)C(=O)C1CC1,2,-1,i,-2,7,2,-0.7,-2,-6
Cc1ccc(-c2nc(CS(=O)(=O)CC(=O)N3CCN(C)CC3)c(C)o2)cc1,0,0,i,-2,4,0,0.0,1,-6
COc1ccc2[nH]c3c(c2c1)CCNC3c1ccc([N+](=O)[O-])o1 (configuration not stated),-3,-30,i,-3,11,-12,0.9,6,-52
COc1ccc(F)cc1CSc1nnnn1-c1ccc(O)cc1,1,-1,i,3,12,10,3.4,1,-5
COc1ccc(C(=O)COC(=O)CCN2C(=O)C3C4C=CC(C5CC45)C3C2=O)cc1 (configuration not stated),3,1,i,-3,-4,-9,-0.3,1,4
O=C(CCN1CCN(C(=O)c2ccco2)CC1)Nc1ccc(F)cc1,-2,0,i,-4,-1,13,1.0,1,-8
Cc1cc(=O)n(Cc2ccccc2)c(O)c1C#N,2,-12,i,-5,-19,-42,0.1,-1,-3
COCCCn1c(=O)c2sccc2n(Cc2ccccc2)c1=O,4,-1,i,-1,-2,-3,0.6,1,-7
